FBW7 act = human FBW7 E3 ligase activation, primary screen; Q969H0; normalized activity (activation), % at 26.1 µM; AlphaScreen FBW7–phospho-cyclin E peptide binding, activator screen; actives 0.13% (n = 650,000); in the data active = normalized activity above about 1.9%;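 note: purified mutant Fbw7 with reduced substrate affinity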
Target sequence (Q969H0 whole entry, looked up): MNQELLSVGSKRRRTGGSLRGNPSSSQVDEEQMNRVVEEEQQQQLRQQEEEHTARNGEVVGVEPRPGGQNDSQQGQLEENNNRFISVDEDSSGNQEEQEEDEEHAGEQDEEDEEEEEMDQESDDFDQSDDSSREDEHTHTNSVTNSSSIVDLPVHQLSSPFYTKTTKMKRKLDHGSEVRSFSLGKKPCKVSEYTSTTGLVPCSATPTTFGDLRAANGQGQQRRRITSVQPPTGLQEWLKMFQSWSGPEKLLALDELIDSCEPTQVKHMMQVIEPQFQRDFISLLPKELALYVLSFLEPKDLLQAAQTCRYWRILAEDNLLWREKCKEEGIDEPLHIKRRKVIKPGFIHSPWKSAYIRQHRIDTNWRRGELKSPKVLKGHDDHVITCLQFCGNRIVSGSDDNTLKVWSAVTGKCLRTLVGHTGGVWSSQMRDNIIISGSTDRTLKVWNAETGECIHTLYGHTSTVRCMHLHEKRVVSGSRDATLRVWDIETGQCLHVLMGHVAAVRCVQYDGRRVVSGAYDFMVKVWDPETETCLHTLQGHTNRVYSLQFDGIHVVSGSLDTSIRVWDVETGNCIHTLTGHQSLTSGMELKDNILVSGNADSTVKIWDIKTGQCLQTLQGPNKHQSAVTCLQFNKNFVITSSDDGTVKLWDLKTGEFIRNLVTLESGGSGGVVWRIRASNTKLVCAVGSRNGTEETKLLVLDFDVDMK
TEAD-YAP inh = TEAD-YAP interaction inhibition. inhibition, % at 9.12 µM. AID 1259422. HEK-TIYL cells, TEAD-Gal4/YAP UAS-luciferase luminescence. actives 1.4% (n = 640,000); in the data active = inhibition above about 32%;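 note: 0% = median of test compound wells and 100% = reference inhibitor wells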
MITF primary = human MITF inhibition, primary screen; actives 0.91% (n = 650,000); AID 1259374; AlphaScreen MITF homodimerization, bead proximity signal; O75030; inhibition, % at 2.6 µM; in the data active = inhibition above about 50%;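 note: 0% = vehicle wells with protein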
GPR151 activ = human GPR151 activation; Q8TDV0; PathHunter beta-arrestin GPR151 cells, luminescence; activation, % at 11.2 µM; actives 1% (n = 650,000); in the data active = activation above about 4.9%;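 note: 0% = median of compound wells and 100% = cells with positive control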
Numbers without * were called inactive.

Letters – A = FBW7 act; B = TEAD-YAP inh; C = MITF primary; D = GPR151 activ
CCOc1ccccc1-c1nc(SCC(=O)Nc2cc(C(=O)OC)ccc2Cl)n[nH]1
  A: 0.6 | B: 1.2 | C: 20.1 | D: 3.3
Cc1nc2ccc(S(=O)(=O)N(C)CC(=O)NC3CCCCCC3)cc2s1
  A: -0.2 | B: 6.5 | C: -5.1 | D: 1.0
CCCNc1nc(-c2cccs2)nc2c1ncn2-c1ccccc1
  A: -0.1 | B: -0.6 | C: -2.1 | D: -0.7
O=C1c2ccccc2C(O)N1Cc1cccs1 (configuration not stated)
  A: 0.1 | B: 8.1 | C: 8.5 | D: 1.0
CCOC(=O)c1ccc(NC(=O)c2ccc(C(C)=O)cc2)cc1
  A: 0.0 | B: 7.5 | C: -8.3 | D: -0.2
Cc1ccc(O)c(/C=N/NC(=O)Cc2ccc(Cl)cc2)c1
  A: -0.5 | B: 11.3 | C: 9.2 | D: 0.8
CN1C(=O)/C(=N/OC(=O)c2ccccc2Cl)c2ccccc21
  A: 0.0 | B: -16.7 | C: 18.8 | D: -0.7
O=C(NCc1cccc(C(F)(F)F)c1)c1cc(NC2CCC(O)CC2)nc2ccccc12 (configuration not stated)
  A: 0.0 | B: 3.1 | C: 10.0 | D: 1.8
CCc1ccccc1N(CC(=O)NCCSc1ccccn1)S(C)(=O)=O
  A: -0.1 | B: -0.7 | C: 9.6 | D: -1.0
Cc1ccc(S(=O)(=O)N2c3ccccc3Sc3ccccc32)cc1
  A: 0.0 | B: -8.0 | C: -5.2 | D: -1.4
CC(C)c1ccc(NC(=O)N2CCCC2C(=O)Nc2ccc(-n3cnnn3)cc2)cc1 (configuration not stated)
  A: 0.1 | B: -16.8 | C: -1.5 | D: -0.8
O=C(CNC(=O)c1ccccc1)OCc1ccc(Cl)c(Cl)c1
  A: 0.0 | B: 2.3 | C: 2.7 | D: -0.8
OC1(c2ccc(OC(F)F)cc2)CSC(=Nc2cccnc2)N1C1CC1 (configuration not stated)
  A: -0.1 | B: 42.1* | C: 19.9 | D: 0.4
Oc1cc(C2CCCCC2)c(C2CCCCC2)cc1C1CCCCC1
  A: 0.1 | B: -4.5 | C: -8.7 | D: 1.9
CCc1nn2c(=O)c(S(=O)(=O)Nc3ccc(Br)cc3F)c(C)nc2s1
  A: 0.1 | B: 1.2 | C: -10.7 | D: -0.4

Other compounds
Letters – A = FBW7 act; B = TEAD-YAP inh; C = MITF primary; D = GPR151 activ
COc1ccc(-c2nc3n(c2NC(C)(C)C)CCN(CC(N)=O)C3)cc1OC
  A: -0.1 | B: 4.4 | C: 2.9 | D: 0.0
COc1ccccc1N1CCN(C(=O)C2CC2)CC1
  A: 0.0 | B: 10.0 | C: 30.4 | D: 0.5
COc1ccc(C2=N/C(=C\c3ccc(C)o3)C(=O)O2)cc1Br
  A: 0.9 | B: 9.2 | C: 6.4 | D: -1.3
COc1ccccc1-c1nn2c(-c3ccc(C)cc3)nnc2s1
  A: -0.2 | B: 3.0 | C: -0.1 | D: -0.8
Cc1cc(C)c2ccc(/C=N/O)nc2c1O
  A: -0.1 | B: 1.1 | C: 15.7 | D: -0.1
O=C(NC1CCCc2ccccc21)c1cc(-c2ccco2)[nH]n1 (configuration not stated)
  A: 0.0 | B: 6.7 | C: 7.7 | D: -1.8
Cc1cc(C)cc(NC(=O)Nc2c(C)n(C)n(-c3ccccc3)c2=O)c1
  A: 0.0 | B: 12.0 | C: 1.5 | D: 1.3
N#Cc1ccccc1CSc1ncnc2ccccc12
  A: -0.1 | B: -1.6 | C: -7.9 | D: -0.6
O=C(Oc1cccc(N2C(=O)C3CCCCC3C2=O)c1)c1ccc(Br)cc1 (configuration not stated)
  A: 0.0 | B: -2.6 | C: -5.7 | D: -0.5
CCc1ccc(C(=O)NCCc2nnc(SC)n2C(C)C)cc1
  A: -0.2 | B: -7.6 | C: 9.0 | D: -0.8
O=C(CCCCCNC(=O)c1ccccc1Br)N/N=C\c1ccco1
  A: -0.1 | B: 2.7 | C: 3.8 | D: -2.0
NNC(=O)c1cc(-c2ccccc2)nn1-c1ccccc1
  A: 0.0 | B: 1.9 | C: 6.8 | D: 0.8
CCCn1nnnc1NC(=O)CSc1ccc(Cl)cc1
  A: -0.1 | B: 3.9 | C: 9.8 | D: 0.2
CCc1ccc(CN2CCc3nncn3CC2)cc1
  A: 0.2 | B: -2.2 | C: 5.6 | D: -0.5
CCCn1c(SCC(=O)Nc2ccc([N+](=O)[O-])cc2Br)n[nH]c1=O
  A: 0.0 | B: -4.1 | C: 0.2 | D: 3.0

Additional compounds follow:
Letters – A = FBW7 act; B = TEAD-YAP inh; C = MITF primary; D = GPR151 activ
O=c1c2cc(Br)ccc2[nH]c(=S)n1CCc1ccccc1
  A: 0.1 | B: 4.1 | C: -4.0 | D: -0.8
COc1ccc(NC(=O)c2sc3cc(C)ccc3c2Cl)cc1Cl
  A: -0.2 | B: 2.1 | C: -11.9 | D: 0.2
Cc1ccc(NC(=O)/C=C/c2cccs2)c([N+](=O)[O-])c1
  A: -0.5 | B: 1.9 | C: 9.8 | D: -0.3
COc1cccc(C(=O)N(c2ccc(C)cc2)C2C=CS(=O)(=O)C2)c1 (configuration not stated)
  A: 0.2 | B: -4.3 | C: 0.7 | D: -0.2
COc1cc([N+](=O)[O-])cc2cc(C(=O)NCc3ccccc3)c(=O)oc12
  A: 0.0 | B: -7.2 | C: -1.4 | D: 0.7
O=C1OC(c2cccc([N+](=O)[O-])c2)=N/C1=C/c1cccc(Br)c1
  A: -0.1 | B: -13.6 | C: -0.2 | D: 0.5
CCC(C)(C(=O)NC1CCCC1)N(Cc1cccs1)C(=O)c1ccccn1 (configuration not stated)
  A: 0.7 | B: 9.2 | C: 12.6 | D: -1.5
CC(C)S(=O)(=O)C1=NSC2=NC(=O)/C(=C\c3ccco3)C(=N)N21
  A: -0.2 | B: 1.2 | C: 4.4 | D: -0.3
COCCn1c(N)c(C(=O)NC(C)CCc2ccccc2)c2nc3ccccc3nc21 (configuration not stated)
  A: 0.8 | B: 4.7 | C: 0.1 | D: -1.4
O=C(NCc1ccc2c(c1)OCO2)c1ccc(N2CCOCC2)c([N+](=O)[O-])c1
  A: 0.2 | B: -13.2 | C: 2.4 | D: 0.2
COc1ccc(/C=C(\NC(=O)c2ccccc2F)C(=O)N2CC3CC(C2)c2cccc(=O)n2C3)cc1OC (configuration not stated)
  A: 0.1 | B: -4.8 | C: -2.1 | D: -0.9
COCCn1c(=NC(=O)c2ccc3ncsc3c2)sc2ccccc21
  A: 0.0 | B: -2.4 | C: -2.7 | D: -0.3
CCC(C)(C)NS(=O)(=O)c1ccc(CN2C(=O)c3cccnc3C2=O)cc1
  A: -0.4 | B: -7.6 | C: 5.9 | D: -0.1
COc1ccccc1-c1coc2c(CN3CCCCC3)c(O)ccc2c1=O
  A: 0.0 | B: -10.4 | C: -1.7 | D: -0.1
COc1ccccc1/C=N/NC(=O)C(C)Nc1ccccc1C (configuration not stated)
  A: 0.2 | B: 5.6 | C: 7.3 | D: -0.2

(next part)
Letters – A = FBW7 act; B = TEAD-YAP inh; C = MITF primary; D = GPR151 activ
O=C(COc1ccc2ccc(=O)oc2c1)Nc1ccc(Cl)c([N+](=O)[O-])c1
  A: -0.3 | B: 13.5 | C: -0.5 | D: 4.0
CCOC(=O)c1cnc2ccc(OCC)cc2c1Nc1ccc(Cl)c(Cl)c1
  A: -0.2 | B: 4.9 | C: -3.2 | D: -0.6
N#C/C(=C/c1ccc(Cl)cc1Cl)c1ccc([N+](=O)[O-])cc1
  A: 0.0 | B: -20.3 | C: 7.8 | D: -0.9
CCOc1ccc(/C=C(\C#N)C(=O)O)cc1
  A: -0.4 | B: 3.4 | C: -1.1 | D: 3.3
C=CCN1C(=O)C(O)(CC(=O)c2c(C)coc2C)c2cc(Br)ccc21 (configuration not stated)
  A: -0.1 | B: 1.0 | C: 11.3 | D: -0.4
NS(=O)(=O)c1ccc(NC(=O)C(c2ccccc2)c2ccccc2)cc1
  A: 0.0 | B: -1.6 | C: 5.1 | D: -0.7
Cc1ccc(NS(=O)(=O)c2ccc(C)c(N)c2)c(C)c1
  A: -0.1 | B: -9.6 | C: -11.6 | D: 0.7
COC(=O)CNC1CC(=O)N(c2ccc(Br)cc2)C1=O (configuration not stated)
  A: -0.2 | B: 9.5 | C: -2.9 | D: -0.1
COc1ccc(Cl)cc1NC(=O)CN1C(=O)c2ccccc2C1=O
  A: -0.2 | B: -0.3 | C: -0.4 | D: 1.7
Cc1cc(NC2CC2)nc(Cl)n1
  A: 0.1 | B: -1.5 | C: 6.3 | D: 2.4
O=[N+]([O-])c1ccc(Oc2ccc(/C=N/Nc3ccccn3)cc2)c([N+](=O)[O-])c1
  A: -0.3 | B: 25.3 | C: 17.1 | D: -6.6
CC(=O)Nc1ccc(NC(=O)c2cnc(NCCCN3CCCC3=O)s2)cc1
  A: 0.7 | B: -2.7 | C: -5.2 | D: -1.3
CCCN1C(=O)/C(=C2\SC(=Nc3ccc(F)cc3)NC2=O)c2ccccc21
  A: 0.0 | B: -2.4 | C: 0.6 | D: 0.4
CC(=O)Nc1ccc(Nc2nc(-c3c(C)nc4cc(C)ccn34)cs2)cc1
  A: -0.4 | B: 57.0* | C: 5.7 | D: 1.0
Cc1ccc(/C=C/C(=O)NCc2cccnc2)cc1
  A: -0.1 | B: -6.1 | C: 2.5 | D: -0.1

(more compounds)
Letters – A = FBW7 act; B = TEAD-YAP inh; C = MITF primary; D = GPR151 activ
COc1cc(Nc2ccn3ncc(-c4cccc(C(C)=O)c4)c3n2)cc(OC)c1OC
  A: 0.2 | B: 8.7 | C: -0.9 | D: 0.6
CCOc1c(C)cc2[nH]c(=S)[nH]c2c1C
  A: -0.2 | B: -26.1 | C: 10.3 | D: -0.1
CC(=O)N/C(=C\c1ccc(F)cc1)C(=O)NC(CCC(=O)O)C(=O)O (configuration not stated)
  A: 0.1 | B: -4.3 | C: 16.8 | D: 0.5
COc1ccc(-c2cnn3c(N4CCC(O)CC4)ccnc23)c(OC)c1
  A: -0.3 | B: -22.6 | C: -6.2 | D: 4.4
Nc1cccc(N)c1NC(=O)c1ccccc1
  A: 0.0 | B: 0.0 | C: -1.4 | D: -0.7
O=C(COc1ccccc1)Nc1ccccc1C(=O)N1CCCCCC1
  A: 0.0 | B: -14.6 | C: -1.4 | D: -0.6
Cc1cc(C)n2nc(C(=O)OCC(=O)Nc3ccc4c(c3)OC(F)(F)O4)nc2n1
  A: 0.0 | B: 4.9 | C: -4.8 | D: -1.5
CCOC(=O)c1c(NC(=O)C(C)Sc2nnc(CNC(=O)c3ccc(OC)cc3)n2-c2cccc(C)c2)sc2c1CCC2 (configuration not stated)
  A: 0.2 | B: 6.0 | C: -19.5 | D: -0.3
COc1ccc(C(=O)NC(=S)NCc2cccnc2)cc1[N+](=O)[O-]
  A: -0.1 | B: 15.7 | C: -11.0 | D: 2.3
Brc1cccc(C2=CC(c3cccs3)n3nnnc3N2)c1 (configuration not stated)
  A: 0.0 | B: 0.3 | C: 3.4 | D: -0.7
O=C(Nc1nccs1)C1(c2ccc(Cl)cc2)CCCC1
  A: 0.1 | B: 25.8 | C: -8.5 | D: 1.7
C/C(CC(=O)Nc1ccc(C)c(Cl)c1)=N\NC(=O)c1ccccn1
  A: -0.4 | B: -34.8 | C: 25.4 | D: -2.3
CCOC(=O)c1c(NC(=O)CCCOc2ccc(Cl)cc2)sc(C)c1C
  A: 0.7 | B: 0.7 | C: 3.4 | D: -1.0
CCOC(=O)c1c(NC(C)=O)sc2c(O)c(CN3CCN(CC)CC3)ccc12
  A: -0.1 | B: 0.2 | C: -11.3 | D: -0.2
O=c1c2ccccc2[nH]c2ncccc12
  A: -0.1 | B: -31.0 | C: -21.4 | D: -3.1
Cc1c(CNCc2cccc(Cl)c2)c(C(=O)O)c(C)n1Cc1ccc(F)cc1
  A: 0.1 | B: 3.1 | C: 12.3 | D: 2.0

Single entries from the entries so far.
FBW7 act result of CC(=O)N/C(=C\c1ccc(F)cc1)C(=O)NC(CCC(=O)O)C(=O)O (configuration not stated) stands at 0.1
FBW7 act result of O=C(COc1ccccc1)Nc1ccccc1C(=O)N1CCCCCC1 stands at 0.0

Part of the list above, showing only GPR151 activ, MITF primary and TEAD-YAP inh:
smiles | GPR151 activ | MITF primary | TEAD-YAP inh
Cc1cc(NC2CC2)nc(Cl)n1 | 2.4 | 6.3 | -1.5
O=[N+]([O-])c1ccc(Oc2ccc(/C=N/Nc3ccccn3)cc2)c([N+](=O)[O-])c1 | -6.6 | 17.1 | 25.3
CC(=O)Nc1ccc(NC(=O)c2cnc(NCCCN3CCCC3=O)s2)cc1 | -1.3 | -5.2 | -2.7
CCCN1C(=O)/C(=C2\SC(=Nc3ccc(F)cc3)NC2=O)c2ccccc21 | 0.4 | 0.6 | -2.4
CC(=O)Nc1ccc(Nc2nc(-c3c(C)nc4cc(C)ccn34)cs2)cc1 | 1.0 | 5.7 | 57.0*
Cc1ccc(/C=C/C(=O)NCc2cccnc2)cc1 | -0.1 | 2.5 | -6.1

Entries of single compounds, quoted from the list.
Listed for CCOC(=O)c1c(NC(=O)CCCOc2ccc(Cl)cc2)sc(C)c1C → FBW7 act: 0.7; TEAD-YAP inh: 0.7; MITF primary: 3.4; GPR151 activ: -1.0
Listed for O=C(Nc1nccs1)C1(c2ccc(Cl)cc2)CCCC1 → FBW7 act: 0.1; TEAD-YAP inh: 25.8; MITF primary: -8.5; GPR151 activ: 1.7
Listed for Cc1c(CNCc2cccc(Cl)c2)c(C(=O)O)c(C)n1Cc1ccc(F)cc1 → FBW7 act: 0.1; TEAD-YAP inh: 3.1; MITF primary: 12.3; GPR151 activ: 2.0
